# High-throughput results deposited in PubChem by National Center for Advancing Translational Sciences (NCATS).
# DNA Pol III inh: qHTS Assay for Inhibitors of DNA Polymerase III Holoenzyme System; reconstituted DNA polymerase III holoenzyme replication, biochemical; Potency, µM (titrated, usually from 57.1 µM), for inactives: at the highest dose activity change, negative = inhibition; 0.25% of 71,000 active; note: potency is the fitted concentration of half-maximal effect; % is set by controls: 0 for no effect and ±100 for the full control effect
#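 Reconstituted *E. coli* holoenzyme (0.35 nM Pol III, 1 nM beta, 154 nM SSB, 2 nM primase) was preincubated with compound for 15 min at RT. Synthesis on 1.4 nM ssM13Gori ran 35 min, then was stopped with PicoGreen/EDTA and read as dsDNA fluorescence.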
# CRE-bla Fsk: Cell signaling CRE-BLA (Fsk stim); CHO CRE-bla reporter (cAMP response element driving beta-lactamase), forskolin EC10, beta-lactamase ratio; Potency, µM (top dose mostly 38.2 µM), inactives show at the highest dose activity change, negative = inhibition, actives largely listed as activators; 2.5% of 71,000 active; AID 662, 2007; active = well fitted activation curve with a large enough effect in the signal ratio, with a control signal flat, not every such curve was filed as active; inconclusive = small, poorly fitted or top-dose-only effect, or effect the other way, or a change in a side signal; the % refers to the signal ratio; note: potency is the fitted concentration of half-maximal effect; % of control where 0% means no effect
#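 Titrated compounds plus EC10 NKH 477 on CHO CRE-bla cells, 3 h, 37 °C. CCF4, 2 h RT. Ratio 460/530 nm → AC50.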
# Hsp90 Hop PPI: qHTS Assay for Disrupters of an Hsp90 Co-Chaperone Interaction | Potency, µM (highest dose often 57 µM), for the others: at the highest dose activity change, negative = inhibition | AlphaScreen TPR2A-His6 binding biotin-Hsp90 C-terminal peptide | Hsp90 C-terminal peptide / TPR2A (Hop) interaction, human | AID 595, 2007 | 0.44% of 71,000 active; active = well fitted curve in either direction with a large enough effect; inconclusive = small, poorly fitted or top-dose-only effect, or another doubt; note: potency is the fitted concentration of half-maximal effect; % is set by controls: 0 for no effect and ±100 for the full control effect; many of its hits are not listed in these tables
# Rhodamine fluor: qHTS Assay for Spectroscopic Profiling in Rhodamine Spectral Region. max dye-equivalent concentration, M. Rhodamine-region fluorescence, 547/598 nm, Tris buffer; hits give high values. 0.05% of 59,000 active; in the data active = max dye-equivalent concentration above about 11 nM; inconclusive = between about 1.1 nM and that limit
#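 Read-out is relative fluorescence at 547 nm excitation and 598 nm emission, expressed as dye-equivalent concentration using rhodamine standards on every plate. Each compound was profiled across a concentration series after 15 min in 100 mM Tris, pH 8.0.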
# HADH2 inhib: qHTS Assay for Inhibitors of HADH2 (Hydroxyacyl-Coenzyme A Dehydrogenase, Type II); recombinant HADH2, NADH fluorescence, beta-hydroxybutyryl-CoA; Potency, µM (doses to about 57.1 µM), for inactives: top-dose activity change, negative = inhibition, actives largely listed as inhibitors; 3.4% of 73,000 active; AID 886, 2007; note: potency is the fitted concentration of half-maximal effect; % is set by controls: 0 for no effect and ±100 for the full control effect; nearly all actives have a fitted effect of over 60% in size; many of its hits are not listed in these tables
# Target sequence (Q99714 whole entry, looked up, one chain of several): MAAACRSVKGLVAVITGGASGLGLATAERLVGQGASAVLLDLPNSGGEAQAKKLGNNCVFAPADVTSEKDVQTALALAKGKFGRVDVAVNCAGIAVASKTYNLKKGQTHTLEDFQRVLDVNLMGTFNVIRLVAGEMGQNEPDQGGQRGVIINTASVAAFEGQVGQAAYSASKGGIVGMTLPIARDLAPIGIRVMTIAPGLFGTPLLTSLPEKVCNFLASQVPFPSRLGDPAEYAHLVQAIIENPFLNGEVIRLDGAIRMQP
#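 His-tagged recombinant enzyme from E. coli, 20 nM, preincubated 15 min RT with compound; reaction started with 1 mM NAD+ and 90 uM beta-hydroxybutyryl-CoA in 100 mM Tris-HCl pH 9.0. NADH fluorescence (ex 360/em 450) read over 4 min; last-minus-first difference.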
# 15-hLO inh: qHTS Assay for Inhibitors of 15-hLO (15-human lipoxygenase); purified 15hLO-1, xylenol orange hydroperoxide absorbance; 1.4% of 74,000 active; AID 887, 2007; Potency, µM (highest dose often 57.1 µM), inactives show top-dose activity change, negative = inhibition, most hits filed as inhibitors; note: potency is the fitted concentration of half-maximal effect; % is set by controls: 0 for no effect and ±100 for the full control effect; nearly all actives have a fitted effect of over 55% in size
# Target sequence (P16050 whole entry, looked up): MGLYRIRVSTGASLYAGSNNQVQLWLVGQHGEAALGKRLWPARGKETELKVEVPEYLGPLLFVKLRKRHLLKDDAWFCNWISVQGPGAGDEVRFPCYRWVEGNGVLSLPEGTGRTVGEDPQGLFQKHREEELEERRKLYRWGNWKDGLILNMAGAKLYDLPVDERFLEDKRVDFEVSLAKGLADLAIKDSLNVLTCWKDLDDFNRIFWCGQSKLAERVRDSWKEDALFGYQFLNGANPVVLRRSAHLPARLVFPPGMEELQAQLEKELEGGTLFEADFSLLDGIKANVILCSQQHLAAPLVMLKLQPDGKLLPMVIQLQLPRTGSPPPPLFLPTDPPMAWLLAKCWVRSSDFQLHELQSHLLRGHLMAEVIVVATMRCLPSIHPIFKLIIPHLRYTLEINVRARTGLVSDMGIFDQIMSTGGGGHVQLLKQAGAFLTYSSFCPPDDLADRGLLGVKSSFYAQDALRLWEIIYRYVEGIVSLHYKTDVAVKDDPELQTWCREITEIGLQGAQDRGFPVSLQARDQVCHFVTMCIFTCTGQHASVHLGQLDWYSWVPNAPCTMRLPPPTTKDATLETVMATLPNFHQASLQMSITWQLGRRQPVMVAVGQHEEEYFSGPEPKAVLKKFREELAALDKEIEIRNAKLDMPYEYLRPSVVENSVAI
#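 Purified human 15hLO-1 (40 nM final) in 25 mM Hepes pH 7.5, 0.01% Triton X-100 was preincubated with compound 15 min at room temperature, then reacted 6 min with 50 uM arachidonic acid; hydroperoxide detected by Fe-XO, 573/405 nm absorbance ratio.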
# HBB splice mod: qHTS Assay for Modulators of Hemoglobin Beta Chain Splicing | 0.06% of 65,000 active | HBB splicing reporter cell assay, activation; EGFP reporter with mutant IVS2-654 intron; response scale: normalised to 500 nM splice-correcting PNA | Potency, µM (top dose mostly 46.1 µM), for inactives: top-dose activation, usual class: activators; note: potency is the fitted concentration of half-maximal effect; 0% is about no effect
#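 Compounds were applied for 2 days to HeLa EGFP-654 cells, 500/well in Optimem with 2% FCS. The reporter's EGFP is disrupted by mis-splicing of beta-globin intron IVS2-654. Readout: summed well GFP fluorescence from 488 nm laser scanning; reference was 500 nM antisense […] 654 PNA.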
# Tau fil binding: qHTS Assay for Tau Filament Binding; Microtubule-associated protein tau (Homo sapiens), P10636; recombinant tau filaments, thioflavin S fluorescence, 15 h; filaments grown with octadecylsulfate alongside compound; Potency, µM (highest dose often 57.1 µM), without a hit: at the highest dose activity change, negative = inhibition; 2% of 71,000 active; AID 596, 2007;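 note: potency is the fitted concentration of half-maximal effect; % is set by controls: 0 for no effect and ±100 for the full control effect; actives lower thioflavin S fluorescence by blocking filaments or displacing dye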
#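 Quantitative HTS: thioflavine S signal from ODS-induced tau filaments, excited at 450 nm, emission 510 nm. Conditions: 1 uM tau, 30 uM ODS, 15 h at 37 C, pH 7.4.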
# FLuc inh: qHTS Assay for Inhibitors of Firefly Luciferase. purified firefly luciferase, luminescence, 8 min. AID 411, 2009. 2.2% of 72,000 active. Potency, µM (top dose mostly 57.1 µM), inactives show top-dose activity change, negative = inhibition, actives largely listed as inhibitors. Luciferin 4-monooxygenase (Photinus pyralis), P08659; note: potency is the fitted concentration of half-maximal effect; % is set by controls: 0 for no effect and ±100 for the full control effect; nearly all actives have a fitted effect of over 40% in size
#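 Firefly luciferase (PKLight detection mix) with 10 uM ATP in pH 7.2 imidazole buffer (KCl, MgCl2, Tween 20, BSA). Compounds tested across a concentration series (qHTS). Luminescence read after 8 min at ambient temperature.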
# Texas Red fluor: qHTS Assay for Spectroscopic Profiling in Texas Red Spectral Region; Compound fluorescence, Texas Red channel, 547/618 nm; hits give high values; max dye-equivalent concentration, M; 0.06% of 59,000 active; AID 587, 2007; in the data active = max dye-equivalent concentration above about 10 nM; inconclusive = between about 1.1 nM and that limit
#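 Compound titrations in 100 mM Tris pH 8.0 were incubated 15 min at room temperature and read at 547 nm excitation / 618 nm emission. Texas Red six-point standard curve on each plate converted fluorescence to dye-equivalent concentration.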
# ERK AVP inh: qHTS Assay for Inhibitors of the ERK Signaling Pathway using a Homogeneous Screening Assay; 0.99% of 72,000 active; HEK293-V1b, vasopressin-stimulated pERK AlphaScreen; Potency, µM (highest dose often 57.5 µM), without a hit: top-dose activity, negative = inhibition, hits mostly inhibitors; note: potency is the fitted concentration of half-maximal effect; % is set by controls: 0 for no effect and ±100 for the full control effect; nearly all actives have a fitted effect of over 55% in size
#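 qHTS, compounds titrated on V1b-expressing HEK293 cells. Preincubation 30 min at 37C, vasopressin 25 nM for 5 min, lysis 10 min, bead incubation 5 hr at room temperature.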
# An asterisk follows results filed as active; i = inactive; ? = inconclusive; / = no result given; [ ] = dose if it differs, or a comment. Unless noted, calls come from the whole dose curve; as a rule, active = well fitted curve in the direction sought with a large enough effect; inconclusive = small, poorly fitted or top-dose-only effect, or another doubt; inactive = no such curve, though single readings can be large; an effect the other way counts as inactive or inconclusive.
SMILES,DNA Pol III inh,CRE-bla Fsk,Hsp90 Hop PPI,Rhodamine fluor,HADH2 inhib,15-hLO inh,HBB splice mod,Tau fil binding,FLuc inh,Texas Red fluor,ERK AVP inh
Clc1ccc(Cl)c(OCCN2CCOCC2)c1,-15%,18%,-7%,i,-23%,2%,-1.6%,1%,1%,i,-6%
CCN(CC)C(=O)c1cc(-c2ccc(Br)cc2)on1,-2%,-9%,7%,i,-4%,-8%,3.9%,7%,-26%,i,?
COc1ccc2occ(C(=O)c3ccc(N=C(C)N(C)C)cc3)c2c1,-4%,3%,-5%,/,-17%,-11%,0.6%,?,-12%,/,?
CC(=O)Nc1cc(C(F)(F)F)ccc1OCC1CCCO1 (stereo not given),-6%,3%,1%,i,1%,7%,6.4%[57.5 µM],16%,-2%,i,0%
CCOC(=O)N1CCC(N2Cc3cccc(C(=O)N4CC(C)CC(C)C4)c3C2=O)CC1 (stereo not given),-7%,-2%,3%,i,0%,1%,-0.8%,-1%,1%,i,17%
O=C(Nc1ccccc1C(=O)N1CCCC1)C1CCN(c2ncccn2)CC1,-3%,-5%,-2%,i,-3%,5%,-2.2%,-4%,1%,i,-10%
Cc1cnc(SCCc2ccncc2)nc1C,-7%,9%,-3%,i,10%,-3%,-1.2%,14%,2%,i,-6%
CCN(CC(=O)NC(C)C)C(=O)c1ccc(S(=O)(=O)N(C)c2ccccc2OC)cc1,-5%,-4%,0%,i,24%,-17%,0.0%[57.5 µM],1%,2%,?,-30%
O=C(CCC(=O)N1CCCC1)Nc1nnc(C2CCCCC2)s1,-14%,?,-4%,i,-3%,-5%,0.8%,8%,2%,?,-8%
Cc1ccnc(N2CCCC(C(=O)Nc3cc(F)ccc3C)C2)n1 (stereo not given),-2%,-25%,0%,i,10%,-3%,/,-2%,3%,i,-15%
O=C(CSc1nnc(Cn2c(=O)sc3ccccc32)n1CCc1ccccc1)N1CCCC1,-3%,9%,-8%,/,?,-17%,-0.7%,10%,-7%,/,7%
Cn1cccc1C(=O)N1CCC[C@@]2(CCN(c3ccccc3)C2)C1,-8%,-18%,-30%,i,13%,-30%,-1.1%,-1%,-1%[11.4 µM],i,?
COCCOC(=O)C1=C(C)N=C2SCCC(=O)N2C1c1cc(Br)ccc1OC (stereo not given),2%,7%,-18%,i,-11%,-1%,-2.0%,-9%,2%,i,-4%
O=C(COc1ccc(-n2cnnn2)cc1)NC(=O)NCc1ccccc1,-3%,-9%,-4%,i,10%,-10%,-1.5%,-16%,1%,i,0%
COc1ccc(N2CCN(C(c3cccs3)C(C)NS(=O)(=O)c3ccccc3)CC2)cc1 (stereo not given),-1%,-8%,?,i,8%,-15%,-1.4%,16µM*,0%,i,-30%
Cc1ccc(C)c(OCC(=O)Nc2ccc3c(c2)OCO3)c1,0%,5%,-2%,i,-15%,-10%,-1.0%,-11%,-16%,i,-12%
CCOC(=O)c1ccccc1NC(=O)CSc1nnc(COc2ccccc2C)n1C,-5%,6%,3%,i,0%,-3%,-0.2%[57.5 µM],43%,0%,?,-8%
Cc1ccccc1-c1cncnc1N1CCNCC1,-8%,-1%,-2%,i,2%,10%,0.5%,-1%,-3%[2.29 µM],i,12%
COc1ccc(-c2csc(NCc3ccco3)n2)cc1C,-7%,2%,-23%,/,20µM*,-29%,-1.7%,13µM*,7.9µM*,/,?
CN(C)c1ccc(-c2nnn(CC(=O)N3c4ccccc4CCc4ccccc43)n2)cc1,-2%,-1%,-6%,i,32µM*,4%,-0.3%[57.5 µM],-4%,0%,i,1%
CCN(CC)C(=O)C1CCCN(Cc2ccccc2F)C1 (stereo not given),-2%[11.4 µM],?,-5%[11 µM],/,-4%[11.4 µM],-11%[11.4 µM],0.4%[0.0738 µM],-1%[11.4 µM],2%,/,6%
Cc1ccc(N(CC(=O)N2CCN(C3CCCCC3)CC2)S(=O)(=O)c2cccnc2)cc1,4%,-18%,-3%,i,15%,6%,-2.2%[1.84 µM],4%,3%,i,-2%
Cc1nc(N)nc(C)c1Cc1ccccc1,4%,0%,0%,i,-5%,-5%,-0.1%[57.5 µM],-7%,-4%,i,-20%
Oc1ccccc1C1Nc2cccc3cccc(c23)N1,-15%,-7%,?,i,32µM*,20µM*,/,3.2µM*,-10%,i,9%
CCn1cc(C(=O)NC2CCCCCC2)c2cc(OC)c(OC)cc2c1=O,-1%,?,1%,i,3%,-1%,-3.3%,3%,0%,i,?
# Continuation:
SMILES,DNA Pol III inh,CRE-bla Fsk,Hsp90 Hop PPI,Rhodamine fluor,HADH2 inhib,15-hLO inh,HBB splice mod,Tau fil binding,FLuc inh,Texas Red fluor,ERK AVP inh
O=C(CSc1nnc2ccccn12)NC(=O)NC1CCCC1,4%,0%,2%,i,2%,6%,-1.8%,4%,-3%,?,14%
CC[C@H](CC[C@H](C)[C@@H]1CC[C@@H]2[C@H]3CC=C4C[C@@H](O)CC[C@]4(C)[C@H]3CC[C@]21C)C(C)C,0%[25.6 µM],4%[17.1 µM],-1%[26 µM],i,-3%[25.6 µM],6%[25.6 µM],1.0%[20.6 µM],-3%[25.6 µM],-2%[25.5 µM],i,2%[25.7 µM]
O=C(CCn1nc(-c2ccccc2)ccc1=O)N1CCN(c2ccccn2)CC1,-3%,?,0%,i,0%,6%,-0.3%,10%,2%,i,-13%
Cc1cc(-c2nnco2)c(C)n1-c1ccc(F)cc1,0%,?,-5%,i,-1%,7%,-1.1%,-1%,-16%,i,?
CC(C)(C)n1nnnc1C(c1cccnc1)N1CCN(C2CCCCC2)CC1 (stereo not given),17%,?,-3%,i,-2%,-4%,-4.7%,-12%,2%,?,-9%
CN(C(=O)c1ccccn1)c1nnc(-c2cccnc2)s1,-3%,-3%,-7%,i,28%,-1%,/,-2%,-15%,i,-3%
CCCCN1C(=O)C2C(c3ccc(OC)cc3O)NC(CC(C)C)(C(=O)O)C2C1=O (stereo not given),-6%,-6%,-2%,/,-4%,2%,-0.5%,?,0%,/,/
CN(c1nc2c(c(=O)n(C)c(=O)n2C)n1CC(=O)c1ccccc1)C1CCCCC1,0%,?,-6%,i,11%,-11%,-1.4%,11%,0%,i,8%
CCOc1ccccc1O[C@@H](c1ccccc1)[C@@H]1CNCCO1,1%,-3%,?,/,6%,-5%[25.6 µM],/,32µM*,0%,/,35%[activator]
COC(=O)c1ccccc1NC(=O)N1CSC[C@H]1C(=O)OC,0%,?,-2%,i,?,-5%,2.2%[57.5 µM],2%,0%,?,-9%
Cc1ccc([N+](=O)[O-])c(N)c1,0%,-11%,-5%,/,-3%,-2%,0.4%,3%,/,/,3%
CC(C)CCNC(=O)c1ccc2c(c1)N(Cc1ccccc1)C(=O)CS2=O (stereo not given),-5%,-9%,-4%,/,-4%,1%,-1.2%,-1%,2%,/,-11%
CCOc1ccccc1NC(=O)CCS(=O)(=O)c1cccc2nonc12,0%,0%,0%,i,-15%,0%,0.6%,-17%,2%,i,-8%
O=C1[C@H]2[C@H]3[C@H](O)[C@H](O)C/C(=N/OC[C@@H](O)COCc4ccco4)[C@H]3CC[C@@H]2C(=O)N1C1CCCCC1,/,/,/,/,-3%[11.4 µM],3%[11.4 µM],1.7%[9.22 µM],/,1%[11.4 µM],/,10%[11.5 µM]
CCOc1ncccc1C(=O)NCC1COc2ccccc2O1 (stereo not given),-5%,4µM*,-2%,i,0%,5%,-0.8%,6%,4%,i,-26%

# Structures shown so far containing two or more sulfur atoms (two):
SMILES,DNA Pol III inh,CRE-bla Fsk,Hsp90 Hop PPI,Rhodamine fluor,HADH2 inhib,15-hLO inh,HBB splice mod,Tau fil binding,FLuc inh,Texas Red fluor,ERK AVP inh
O=C(CSc1nnc(Cn2c(=O)sc3ccccc32)n1CCc1ccccc1)N1CCCC1,-3%,9%,-8%,/,?,-17%,-0.7%,10%,-7%,/,7%
COc1ccc(N2CCN(C(c3cccs3)C(C)NS(=O)(=O)c3ccccc3)CC2)cc1 (stereo not given),-1%,-8%,?,i,8%,-15%,-1.4%,16µM*,0%,i,-30%

# The list is partial. The share of hits here may be higher or lower than overall.
